Compound activity from PubChem.
NPY-Y1 antag: NPY-Y1 receptor antagonists, primary screen, cell-based; HEK293-CNG Y1 cells, membrane potential fluorescence; NPY at EC95, then isoproterenol; AID 1040, 2008; inhibition, % at 3.6 µM; Neuropeptide Y receptor type 1 (Homo sapiens), P25929; 200,000 tested, 1% active;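 active means inhibition above the campaign mean inhibition of all tested compounds plus 3 SD, cut at about 20% in these data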;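 further: 0% = DMSO wells given NPY plus isoproterenol and 100% = isoproterenol alone without NPY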
Target sequence (P25929 whole entry, looked up): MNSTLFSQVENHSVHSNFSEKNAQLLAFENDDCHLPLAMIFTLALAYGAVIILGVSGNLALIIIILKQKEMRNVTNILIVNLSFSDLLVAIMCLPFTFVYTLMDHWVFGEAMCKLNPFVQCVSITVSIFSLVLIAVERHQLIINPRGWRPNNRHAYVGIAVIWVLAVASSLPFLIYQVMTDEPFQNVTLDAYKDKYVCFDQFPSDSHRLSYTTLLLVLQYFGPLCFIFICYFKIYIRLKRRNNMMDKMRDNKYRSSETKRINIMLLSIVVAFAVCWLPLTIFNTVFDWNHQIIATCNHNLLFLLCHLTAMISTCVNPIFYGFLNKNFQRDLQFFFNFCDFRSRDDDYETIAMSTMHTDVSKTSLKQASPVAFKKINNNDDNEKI
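material = HEK293 cells with Y1 receptor plus CNG channel | also added = NPY 25 nM then isoproterenol 1 µM plus Ro 20-1724 25 µM | schedule = dye 3 h, compound 60 min room temperature, stimulation 45 min | measured by = membrane potential fluorescence | benchmarks = high control isoproterenol alone, low control NPY with isoproterenol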
Runt-CBFb FRET: inhibitors of RUNX1 Runt–CBFb binding, primary screen, biochemical, FRET, Cerulean-Runt, Venus-CBFb, uHTS | inhibition, % at 20 µM | 220,000 tested, 0.46% active | Cerulean-Runt/Venus-CBFb FRET ratio 530/480, 1 h | Runt-related transcription factor 1 (Homo sapiens) + Core-binding factor subunit beta …;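 active means inhibition over about 50% at 20 µM in the single-dose screen, limit read from the data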;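 further: 0% = DMSO wells and 100% = excess unlabeled CBFb competitor control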
Target sequence (Q01196 whole entry, looked up): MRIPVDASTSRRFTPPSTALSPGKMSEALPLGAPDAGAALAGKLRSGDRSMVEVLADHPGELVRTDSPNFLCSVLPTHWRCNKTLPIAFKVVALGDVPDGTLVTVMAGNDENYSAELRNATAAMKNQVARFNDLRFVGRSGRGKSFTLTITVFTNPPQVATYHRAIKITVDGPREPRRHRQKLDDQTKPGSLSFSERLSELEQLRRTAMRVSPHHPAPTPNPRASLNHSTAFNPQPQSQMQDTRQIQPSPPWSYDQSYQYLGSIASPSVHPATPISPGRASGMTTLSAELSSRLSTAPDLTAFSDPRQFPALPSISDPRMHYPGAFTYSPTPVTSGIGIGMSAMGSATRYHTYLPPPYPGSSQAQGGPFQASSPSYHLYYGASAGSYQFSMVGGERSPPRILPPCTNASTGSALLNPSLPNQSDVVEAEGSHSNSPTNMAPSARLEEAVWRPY
Target sequence (Q13951 whole entry, looked up): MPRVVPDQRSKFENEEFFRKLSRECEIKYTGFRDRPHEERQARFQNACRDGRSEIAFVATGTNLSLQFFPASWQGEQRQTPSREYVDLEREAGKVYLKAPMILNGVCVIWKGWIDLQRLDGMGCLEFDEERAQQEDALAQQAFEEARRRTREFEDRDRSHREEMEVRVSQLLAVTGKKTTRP
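Measured by: fluorescence energy transfer, 422 nm excitation, 530/480 nm emission; test system: Cerulean-tagged RUNX1 Runt domain (FRET donor) fusion protein; buffer or medium: Tris pH 7.5 buffer with BSA; compound: one dose, 20 µM compound, 1% DMSO; times: two 1 h room-temperature incubations shielded from light; benchmarks: unlabeled CBFb 5 µM, positive control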
RBBP9 inh: human RBBP9 inhibitors, primary screen, biochemical, fluorescence polarization, FP-Rh probe, HTS; inhibition, % at 7.94 µM; Serine hydrolase RBBP9 (Homo sapiens), O75884; recombinant RBBP9; 220,000 tested, 0.2% active;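 active means inhibition above the campaign mean of all tested compounds plus 3 SD, cut at about 14% in these data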;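 further: plate controls were DMSO wells with RBBP9 for no effect and wells lacking RBBP9 protein for full effect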
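Material: RBBP9 protein. Amount: RBBP9 at 2.5 µM in dispensed solution, before mixing. Schedule: 30 min then 45 min, 25 °C. Medium: Tris buffer pH 8.0, NaCl, Pluronic. Measured by: fluorescence polarization. Measure: percent inhibition from mP, scaled between DMSO and no-protein wells. Replication: one well per compound.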
NPY1 pot ag: NPY-Y1 receptor potentiators or agonists, primary screen, cell-based; Neuropeptide Y receptor type 1 (Homo sapiens), P25929; NPY-Y1 expressing cells, potentiator/agonist activation; activation, % at 3.6 µM; 220,000 tested, 0.37% active; in the data active means activation above about 33%, passing the limit was not always enough;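 further: cells stimulated with NPY at EC10 then isoproterenol at EC100; 0% = low agonist plus stimulus and 100% = saturating agonist plus stimulus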
Hck Nef HTS: inhibitors of Nef-activated human Hck kinase, primary screen, biochemical, Z-Lyte FRET, 384-well, Hck-YEEI. inhibition, % at 20 µM. Recombinant Hck-YEEI plus Nef, Z-Lyte FRET kinase assay. 220,000 tested, 0.68% active. Tyrosine-protein kinase HCK (Homo sapiens), P08631. AID 463187, 2010;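 active means Hck-Nef kinase inhibition above about 50%, limit read from the data; inactive means inhibition below that limit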;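 further: 0% = DMSO with Hck plus Nef and 100% = Hck alone without Nef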
Runt-SMMHC FRET: inhibitors of RUNX1 Runt–CBFb-SMMHC binding, primary screen, biochemical, FRET, Cerulean-Runt, Venus-CBFb-SMMHC, uHTS. 220,000 tested, 0.74% active. Runt-related transcription factor 1 (Homo sapiens) + Core-binding factor subunit beta …. inhibition, % at 20 µM. Cerulean-Runt/Venus-CBFb-SMMHC FRET ratio 530/480, 1 h;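 active means mean inhibition across duplicate retests at 20 µM reaching about 50%, limit read from the data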;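 further: 0% = DMSO wells and 100% = wells with excess untagged CBFb-SMMHC; inhibitors lower the FRET ratio by blocking Runt binding to CBFb-SMMHC; some results filed as inactive read as strong as hits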
p97 ATPase inh: inhibitors of human p97 ATPase, primary screen, biochemical | Transitional endoplasmic reticulum ATPase (Homo sapiens), P55072 | recombinant p97 ATPase, Kinase-Glo ATP luminescence, 3 h | inhibition, % at 8 µM | 220,000 tested, 0.42% active | AID 1481, 2009; in the data active means inhibition above about 15%;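 further: 0% = DMSO vehicle and 100% = wells lacking enzyme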
NPY-Y2 PAM-ag: NPY-Y2 potentiators or agonists, primary screen, cell-based | activation, % at 3.6 µM | 220,000 tested, 0.45% active | Neuropeptide Y receptor type 2 (Homo sapiens), P49146 | cells expressing NPY-Y2, potentiator/agonist read-out; in the data active means activation above about 27%;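 further: cells stimulated with NPY near EC25 plus isoproterenol at EC100; 0% = vehicle plus submaximal agonist and 100% = vehicle plus saturating agonist; some results beyond the cut were filed as inactive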
Mdm2 ligase inh: MDM2-luciferase reporter signal enhancers, primary screen, MDM2 E3 ligase inhibitor project, cell-based, luminescence, 1536-well | E3 ubiquitin-protein ligase Mdm2 (Homo sapiens), Q00987 | cell-based MDM2 ubiquitination luciferase reporter, 2 h; 0 = plate control, 100 = twice control, blank-subtracted | signal enhancement, % at 5 µM | 210,000 tested, 0.11% active;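 active means signal enhancement of 30% or more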;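 further: luminescence tracks abundance of the self-degrading MDM2-luciferase fusion protein; higher signal means inhibition of MDM2 E3 ligase activity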
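Assay system: stable mammalian line carrying autodegrading MDM2–luciferase fusion reporter; amount: 2000 cells seeded into each well; buffer or medium: DMEM; benchmarks: plate control and blank wells; signal: luciferase luminescence; timing: 2 h compound exposure at 37 °C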
Starred values were filed as active, the others as inactive; . = not tested or not shown.

SMILES	NPY-Y1 antag	Runt-CBFb FRET	RBBP9 inh	NPY1 pot ag	Hck Nef HTS	Runt-SMMHC FRET	p97 ATPase inh	NPY-Y2 PAM-ag	Mdm2 ligase inh
COc1ccccc1N1CCN(C(=O)Nc2ccc(F)c(Cl)c2)CC1	-4.4	-3.0	1.6	3.2	0.4	-1.4	-0.2	3.3	-14.6
Cc1cc(C)n2nc(-c3cnn(C)c3C(F)(F)F)cc2n1	5.0	9.2	-6.1	-3.7	0.0	5.6	-0.7	-10.8	8.6
N#C/C(=N\Nc1ccc(S(=O)(=O)N2CCc3ccccc32)cc1)C(N)=S	-3.3	-6.7	-1.1	22.6	13.8	-15.7	2.6	18.0	5.1
COc1ccc(CCNC(=O)COC(=O)C23CC4CC(CC(Br)(C4)C2)C3)cc1	-4.0	-5.4	-4.7	-17.4	-1.9	2.0	-5.5	5.1	-6.9
O=C(Nc1ccccc1-c1nc2ccccc2[nH]1)c1sc2ccccc2c1Cl	-2.4	-2.7	-1.4	-14.9	13.6	0.7	6.2	-4.5	-8.3
Cc1ccccc1-c1nnc(SCc2ccc(F)cc2)o1	3.5	-1.5	-0.4	-4.8	0.8	-0.2	1.8	4.8	2.5
CCN(Cc1ccccc1)C(=O)c1c[nH]c2ccc(S(=O)(=O)N(C)CCC#N)cc2c1=O	-5.7	-2.6	-8.7	-3.1	2.6	4.8	4.3	2.6	3.4
Cc1ccc(NC(=O)c2ccc(Oc3ncccn3)cc2)cc1	0.3	0.3	3.0	8.0	3.9	2.8	-0.1	3.0	-12.2
Cc1cccc(OCC(O)CN2CC3(C)CC2CC(C)(C)C3)c1 (stereo unspecified)	4.9	-1.7	6.0	3.6	11.2	-0.1	-1.0	9.8	-1.3
CC(NC(=O)C(C)(C)C)c1nc2ccccc2n1C (stereo unspecified)	6.0	-0.7	-7.9	3.5	-2.2	2.5	4.0	2.3	-11.9
N#C/C(=C\c1ccc(N2CCOCC2)cc1)c1ccccc1	-1.4	-1.4	-4.8	-2.9	17.8	2.2	2.0	8.9	-5.5
Cn1cnc2c(N/N=C/c3cccs3)ncnc21	.	3.5	-6.2	0.3	68.3*	-0.6	-3.2	63.8*	-24.2
CC(C)CCNC(=O)C1CCN(S(=O)(=O)c2ccc3c(c2)CCC(=O)N3)CC1	5.2	0.5	-10.9	-1.6	-0.1	1.1	-4.5	-1.2	-17.9
Cc1cc(-c2nc(C)c(C(=O)NNC(=O)NC(C)C)s2)no1	.	1.9	-5.5	5.8	7.5	1.0	9.0	13.5	-0.8
CCCOc1ccc(/C(O)=C2/C(=O)C(=O)N(CCCn3ccnc3)C2c2cccnc2)cc1 (stereo unspecified)	.	-0.5	-7.4	11.2	22.1	1.6	2.6	0.4	.

By substructure, the entries above with an NH in an aromatic ring (two)
SMILES	NPY-Y1 antag	Runt-CBFb FRET	RBBP9 inh	NPY1 pot ag	Hck Nef HTS	Runt-SMMHC FRET	p97 ATPase inh	NPY-Y2 PAM-ag	Mdm2 ligase inh
O=C(Nc1ccccc1-c1nc2ccccc2[nH]1)c1sc2ccccc2c1Cl	-2.4	-2.7	-1.4	-14.9	13.6	0.7	6.2	-4.5	-8.3
CCN(Cc1ccccc1)C(=O)c1c[nH]c2ccc(S(=O)(=O)N(C)CCC#N)cc2c1=O	-5.7	-2.6	-8.7	-3.1	2.6	4.8	4.3	2.6	3.4

Following part.
SMILES	NPY-Y1 antag	Runt-CBFb FRET	RBBP9 inh	NPY1 pot ag	Hck Nef HTS	Runt-SMMHC FRET	p97 ATPase inh	NPY-Y2 PAM-ag	Mdm2 ligase inh
CCN(CC)CCCNC(=O)c1cc(-c2ccc(Cl)c(Cl)c2)on1	11.0	0.6	-8.7	-40.9	0.8	4.8	0.2	-3.7	-18.1
CC(NCc1cc(Br)ccc1OCC(=O)NCc1ccccc1)c1ccccc1 (stereo unspecified)	16.3	-2.0	-2.0	1.6	18.1	-4.5	0.2	-0.8	-5.8
COc1cc(COCC(O)CN2CCN(Cc3ccccc3)CC2)cc(OC)c1OC (stereo unspecified)	7.2	-2.0	-10.7	-6.8	15.1	0.8	2.2	-2.6	-18.4
CCN(CC)CCCN1C(=O)CSC1c1ccc([N+](=O)[O-])cc1 (stereo unspecified)	0.4	1.7	-12.2	-8.3	20.1	3.2	-1.0	-4.9	-1.4
NC(=O)C1=C[C@@H](C2CCCCC2)C[C@@H](OCCCCO)O1	3.2	-0.1	-1.9	8.9	1.3	-1.8	3.3	1.4	.
COCCCn1c(SCc2nnc(-c3ccc(OC)c(OC)c3)o2)nc2ccccc2c1=O	13.8	-3.6	-6.2	-23.5	8.9	-25.3	-0.6	-6.3	0.6
CN1CCN(C(=O)c2ccc(Oc3ccc([N+](=O)[O-])cc3)cc2)CC1	1.0	-1.2	1.7	-2.3	23.8	-5.9	3.2	7.4	-10.5
CC(=O)Nc1sc2c(c1C(c1ccc(Cl)cc1)N1CCOCC1)CCCC2 (stereo unspecified)	6.5	-7.6	-5.7	-19.3	-15.2	0.8	-4.4	-2.6	1.9
O=C(O)CCCNC(=O)c1cncc(O)c1	0.6	-1.0	-0.4	-2.9	6.7	-10.0	3.1	7.9	-4.4
O=S(=O)(Cc1ccccc1)NCc1cccnc1	-3.0	-0.9	-4.6	-0.9	-4.8	1.2	-3.0	0.0	-3.1
O=C(NCCCN1CCOCC1)C(=O)NCc1ccccc1Cl	0.5	0.3	-5.4	-1.4	19.6	-0.9	6.2	0.9	17.1
NC(=O)Cc1ccc(Nc2nnc(-c3ccccc3)c3ccccc23)cc1	1.7	-0.8	-8.5	4.9	1.7	-0.1	4.8	1.1	-9.6
CCOC(=O)CC1=NN(c2ccccc2)C(=O)C1	7.8	-2.1	0.9	4.8	-6.8	-6.0	3.0	7.7	-1.3
COCCNC(=O)COc1cccc(Oc2ccccc2)c1	0.6	-2.1	-0.2	5.9	-0.4	-0.7	-6.7	-10.6	-5.7
CC(C)Nc1ncnc2c1nnn2Cc1ccccc1	-2.3	-0.4	0.6	14.8	-0.7	1.2	2.7	3.4	8.4
c1ccc(Cc2nnc3sc(-c4cccnc4)nn23)cc1	9.2	4.7	-11.3	-0.5	0.1	-3.5	0.8	-3.8	.
Cc1nc2ccccc2n1CC(=O)NC(C)C1CC2CCC1C2 (stereo unspecified)	0.6	-1.4	-8.4	-11.7	-31.9	0.6	-2.4	-3.2	-15.5
O=C(O)C1CC=CCC1C(=O)Nc1cccc(Cl)c1 (stereo unspecified)	0.8	1.0	-10.7	-18.4	-1.3	-1.3	-5.9	-4.3	3.4
Cc1ccc(N=C2SCCCN2C(=O)c2ccco2)cc1Cl	5.2	0.6	-8.3	5.6	5.3	-0.6	1.5	6.0	-19.5
Cc1sc2nc(SCc3nc(-c4cccs4)no3)n(-c3ccccc3)c(=O)c2c1C	6.1	-2.1	4.2	4.6	3.1	0.2	4.8	-8.9	-25.9
O=S(=O)(Cc1ccccc1)C1CCCCC1O (stereo unspecified)	.	1.4	-5.7	-4.8	15.5	-0.8	-0.7	1.6	-12.3
CCN(CC)S(=O)(=O)c1cccc(C(=O)N[C@H](C(=O)NNC(=O)c2ccccc2)C(C)C)c1	.	-0.6	-12.2	-1.8	-25.2	0.9	-12.6	-6.6	-11.0
Cc1[nH]ncc1-c1ccccc1Cl	.	1.3	-12.1	-5.8	21.2	1.4	5.0	-5.4	-11.4
O=[N+]([O-])c1ccc(Sc2nnnn2-c2ccccc2)c(Cl)c1	6.4	2.1	1.4	-25.5	-1.9	-2.2	4.4	-9.3	-7.7
O=C(CN1CCCCCCC1)Nc1ccc(Cl)cc1Cl	5.5	-3.5	3.8	15.3	15.4	-1.9	2.4	5.6	-4.1
OC(CNCc1ccc(F)cc1)(c1ccccc1)c1ccc(F)cc1 (stereo unspecified)	9.1	0.6	-2.4	-8.0	2.2	5.8	-0.2	-0.9	-5.5
CC(=O)c1cccc(NC(=S)NC(=O)c2cccc(Cl)c2)c1	-0.4	0.0	-8.3	-9.5	3.4	1.3	3.6	-14.0	6.7
COc1ccc(NC(=S)N2CCOCC2)c(OC)c1	2.8	-1.9	-1.2	-7.5	-1.2	-1.1	5.8	7.6	3.2
Cc1ccc(C(=O)n2nnc3ccccc32)cc1[N+](=O)[O-]	2.4	88.9*	-7.9	-16.2	3.3	-2.0	1.3	-3.5	-1.2
CCCCc1c(O)nc2sccn2c1=O	-5.0	-0.5	6.1	13.1	1.6	0.4	7.1	4.2	-1.9
COc1cc(NC(c2ccccc2)c2ccccc2)cc(OC)c1OC	1.6	-1.4	-3.7	-2.8	23.7	-1.0	-10.1	-3.0	0.5
CCN1CCCC1CN(Cc1cc2cc(C)ccc2[nH]c1=O)C(=O)Nc1ccccc1OC (stereo unspecified)	-0.7	15.0	-5.3	-19.1	2.8	1.8	9.3	14.8	6.5
CCCc1cc(=O)[nH]c(SCC(=O)N(Cc2ccccc2)C(C)C)n1	3.8	0.8	1.4	-10.2	1.6	1.9	-4.4	10.5	-10.0
O=C(NCc1ccc2c(c1)OCO2)Nc1ccc2ccccc2c1	.	-0.1	-6.2	7.9	15.1	0.4	8.8	-16.9	-9.0
COc1ccccc1NC(=O)C1CC(=O)N(c2ccc(F)cc2)C1 (stereo unspecified)	-4.3	-2.1	9.8	3.9	1.7	0.6	4.2	10.8	-13.4
Cn1cc(Cl)c(-c2n[nH]c(=S)n2C2CCCCC2)n1	-2.0	.	-0.4	6.1	5.0	1.1	0.7	-2.9	-12.2
CC(=O)Nc1ccc(C(=O)N/N=C/c2cc(Br)cc(Br)c2O)cc1	1.3	-4.0	-6.7	2.4	18.1	42.0	4.4	12.9	2.1
Cc1ccc(S(=O)(=O)Nc2ccc(N(C)S(=O)(=O)c3ccc(C)cc3)cc2)cc1	.	1.6	-8.8	-0.8	-3.7	-28.7	2.9	-3.0	-0.7
